# TSG101-PTAP inh: blocks PTAP/TSG101 interaction to inhibit HIV-1 budding; Fluorescence polarization, FITC-PTAP peptide / Tsg101 binding; Potency, µM (top dose mostly 115 µM), for the others: at the top dose activity change, negative = inhibition, most hits filed as inhibitors; 340,000 tested, under 10 active; AID 493005; active = well fitted inhibition curve with a large enough effect in the main read-out, with a control signal flat, not every such curve was filed as active; inconclusive = small, poorly fitted or top-dose-only effect, or effect the other way, or a change in a side signal; inactive = no such curve, though single readings can be large or run the other way; note: potency is the fitted concentration of half-maximal effect; % of control where 0% means no effect
# Target sequence (Q99816 whole entry, looked up): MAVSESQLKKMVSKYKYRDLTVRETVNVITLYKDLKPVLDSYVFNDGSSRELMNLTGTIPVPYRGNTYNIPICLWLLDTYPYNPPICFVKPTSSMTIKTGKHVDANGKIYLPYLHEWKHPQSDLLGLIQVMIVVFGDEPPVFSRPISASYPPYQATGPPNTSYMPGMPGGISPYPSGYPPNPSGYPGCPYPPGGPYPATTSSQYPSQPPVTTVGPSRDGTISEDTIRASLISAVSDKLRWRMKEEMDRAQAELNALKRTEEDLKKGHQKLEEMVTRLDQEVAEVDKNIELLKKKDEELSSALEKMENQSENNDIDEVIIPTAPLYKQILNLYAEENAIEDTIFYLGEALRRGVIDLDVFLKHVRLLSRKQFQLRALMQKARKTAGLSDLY
#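 Tsg101 binding domain (10 uM final) was mixed with compound and a FITC-labeled PTAP peptide (50 nM final) in HEPES pH 7.5 buffer with NaCl, Tween 20, EDTA and TCEP; fluorescence polarization was read after 20 min at r.t.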
# USP2a block: blocks human ubiquitin-specific protease USP2a; USP2 core, Ub-CHOP2 coupled fluorogenic reporter, 485/531; Potency, µM (highest dose often 38.3 µM), for inactives: at the highest dose activity change, negative = inhibition, usual class: inhibitors; actives 0.01% (n = 330,000); AID 463254;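 note: potency is the fitted concentration of half-maximal effect; plate controls were DMSO wells for no effect and full inhibition by NEM control for full effect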
#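 USP2 core (10nM final) preincubated 30min RT with compound in 20mM Tris-HCl pH 8.0, 2mM CaCl2, 2mM beta-mercaptoethanol, 0.05% CHAPS; 25nM Ub-CHOP2 plus 25nM reporter substrate added, fluorescence (Ex485/Em531) read after 60min.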
# ASM inhibitor: inhibitors of human secretory acid sphingomyelinase | P17405 | actives 0.006% (n = 340,000) | placental ASM, HMU-PC fluorogenic substrate, 60 min | AID 504937 | Potency, µM (doses to about 57.5 µM), without a hit: top-dose activity change, negative = inhibition, usual class: inhibitors; note: potency is the fitted concentration of half-maximal effect
# Target sequence (P17405 47-631 limits assumed): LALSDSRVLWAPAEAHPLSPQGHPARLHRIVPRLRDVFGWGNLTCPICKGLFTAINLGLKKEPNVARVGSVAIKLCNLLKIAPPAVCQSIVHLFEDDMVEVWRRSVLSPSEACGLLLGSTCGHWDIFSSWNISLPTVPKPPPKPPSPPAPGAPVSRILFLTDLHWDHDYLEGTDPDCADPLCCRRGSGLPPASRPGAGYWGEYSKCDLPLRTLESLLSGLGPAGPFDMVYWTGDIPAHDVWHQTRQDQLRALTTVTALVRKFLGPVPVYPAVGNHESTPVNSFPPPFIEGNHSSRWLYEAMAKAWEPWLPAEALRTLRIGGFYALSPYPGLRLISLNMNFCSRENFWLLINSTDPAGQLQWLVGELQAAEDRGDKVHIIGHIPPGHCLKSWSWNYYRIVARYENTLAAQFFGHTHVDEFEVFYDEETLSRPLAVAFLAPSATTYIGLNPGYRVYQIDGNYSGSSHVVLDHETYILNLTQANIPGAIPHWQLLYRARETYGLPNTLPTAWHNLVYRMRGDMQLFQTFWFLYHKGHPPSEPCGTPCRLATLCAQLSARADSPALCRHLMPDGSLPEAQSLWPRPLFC
#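 Fluorogenic HMU-PC substrate (9 uM final) is turned over by placental ASM in 60 min at 37 C after a 10 min compound preincubation. Reaction ended by alkaline stop (pH 10), with fluorescence read at 386/447 nm.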
# p53 reactivator: mutant p53 re-activation in reporter cells. AID 504706. actives 0.063% (n = 320,000). H1299 p53-A138V BP100-luciferase reporter, luminescence, 24 h. Potency, µM (titrated, usually from 92.2 µM), without a hit: at the top dose activity change, positive = activation, hits mostly activators; note: potency is the fitted concentration of half-maximal effect; % of control where 0% means no effect; nearly all actives have a fitted effect of over 45% in size
#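 p53-null H1299 cells stably carrying temperature-sensitive p53-A138V and a BP100-luciferase reporter were pinned with compounds (4-point, 1:5 series) and held 24 hrs at 37 deg C. Luminescence was read 10 min after detection reagent.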
# a7 integrin act: activates integrin-mediated alleviation for muscular dystrophy; alpha7betagal myoblasts, beta-gal FDG fluorescence, 48 h; Potency, µM (series often up to 38.3 µM), without a hit: at the highest dose activation, actives largely listed as activators; actives 0.064% (n = 350,000); AID 624291;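 note: potency is the fitted concentration of half-maximal effect; 100% = response of the positive control SU9516; nearly all actives have a fitted effect of over 60% in size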
#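 Alpha7betagal+/- myoblasts (passage 13) were plated 16-24 hr, then exposed to compounds (1:260 dilution of DMSO stock) for 48 hours at 37C. After MPER lysis, β-galactosidase reporter activity was read as FDG fluorescence (ex 480/em 540) after 30 minutes.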
# Eya2 phos inh: inhibitors of human Eya2 phosphatase activity. recombinant Eya2, OMFP fluorescence dephosphorylation (OMFP is methylfluorescein phosphate). Potency, µM (top dose mostly 76.9 µM), for the others: top-dose activity, negative = inhibition, actives largely listed as inhibitors. actives 0.006% (n = 330,000). AID 488837; note: potency is the fitted concentration of half-maximal effect; % is set by controls: 0 for no effect and ±100 for the full control effect
#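 Eya2 (0.2 uM) preincubated 10 min at ambient with compound, then OMFP substrate added at 50 uM; 10 min reaction in 50 mM HEPES pH 7.5, 50 mM NaCl, 5 uM MgCl2, 0.05% BSA, 1 mM DTT. Fluorescence read at Ex 485/Em 525 nm.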
# uPA generation: cell surface uPA generation inhibition; cell surface uPA generation assay, qHTS; Potency, µM (series often up to 38.3 µM), without a hit: at the highest dose activity change, negative = inhibition, actives largely listed as inhibitors; actives 0.31% (n = 330,000); AID 540303; active = well fitted inhibition curve with a large enough effect; inconclusive = small, poorly fitted or top-dose-only effect; inactive = no such curve, though single readings can be large or run the other way; tested in mouse RAW 264.7 cells; note: potency is the fitted concentration of half-maximal effect; % is set by controls: 0 for no effect and ±100 for the full control effect; nearly all actives have a fitted effect of over 55% in size
# B2AR arrestin: recruits beta-arrestin to the human beta2-adrenergic receptor. P07550. beta-arrestin recruitment to beta2AR, cell-based reporter. Potency, µM (highest dose often 46.1 µM), without a hit: top-dose activation, actives largely listed as activators. actives 0.02% (n = 330,000);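 note: potency is the fitted concentration of half-maximal effect; 0% = DMSO controls and full agonism = EC100 isoproterenol or metaproterenol; nearly all actives have a fitted effect of over 65% in size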
# ELG1 genotox: genotoxicity induction in ELG1-luciferase HEK293T cells | HEK293T ELG1-luciferase reporter, luminescence, 16 h | Potency, µM (series often up to 46 µM), without a hit: at the top dose activity change, positive = activation, usual class: activators | actives 1.3% (n = 330,000); note: potency is the fitted concentration of half-maximal effect; % of control where 0% means no effect; nearly all actives have a fitted effect of over 60% in size
#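 Cells (2,000/well) expressing the ELG1-luciferase fusion are dosed by pin tool and kept 16 hr at 37 °C, 5% CO2. Signal comes from ONE-Glo luciferase reagent after 30 min at room temperature.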
# BRCA1 expr act: activators of BRCA1 expression. MCF7-BRCA1-FFLuc reporter, luminescence, 48 h; response scale: scaled: vehicle 0%, 10 µM genistein 100%. AID 624202. Potency, µM (doses to about 46.1 µM), without a hit: top-dose activation, actives largely listed as activators. actives 1.1% (n = 380,000); note: potency is the fitted concentration of half-maximal effect; nearly all actives have a fitted effect of over 80% in size; some results filed as inactive show a strong effect at the top dose
#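 Quantitative HTS in MCF7 cells stably reporting BRCA1 expression via firefly luciferase. Compound treatment lasts 48 h at 37 °C in phenol-red free MEM. Activation is expressed relative to genistein at 10 microM and DMSO.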
# TRPV1 ag: human TRPV1 agonism; activation, % at 8.33 µM; TRPV1-expressing cells, Fluo-8 calcium influx, agonist mode; AID 540275; Q8NER1; actives 0.19% (n = 320,000); in the data active = activation above about 80%; inconclusive = between about 30% and that limit; note: 0% is about no effect
#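 Fluo-8 calcium influx in TRPV1-expressing cells, kinetic read (ex 480/em 520 nm). Compound added and read 3 min for agonist activity, followed by capsaicin at EC20 final and 2 min further read for enhancement.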
# Numbers without * were called inactive; i = inactive; ? = inconclusive; . = no result given; [ ] = another dose, or the depositor's remark. Unless noted, calls come from the whole dose curve; as a rule, active = well fitted curve in the direction sought with a large enough effect; inconclusive = small, poorly fitted or top-dose-only effect, or another doubt; inactive = no such curve, though single readings can be large; an effect the other way counts as inactive or inconclusive.
item	mol	TSG101-PTAP inh	USP2a block	ASM inhibitor	p53 reactivator	a7 integrin act	Eya2 phos inh	uPA generation	B2AR arrestin	ELG1 genotox	BRCA1 expr act	TRPV1 ag
1	CC(=O)Nc1cccc(NC(=O)CSc2nnc(Cc3cccn3C)n2-c2ccc(F)cc2)c1	0%	0%	-1%	-1%	-18%	6%	.	-0.2%	0%	-6%	0
2	CCC(C)(C)NC(=O)C(c1ccc(OC)cc1)N(CCOC)C(=O)CCC(=O)Nc1nccs1 (stereo not drawn)	-5%	-2%	1%	0%	12%	-16%	-1%	0.6%	-3%	-2%	2
3	O=C(OCC(=O)N1CCc2ccccc21)c1ccc(Br)o1	-12%	3%	1%	12%	14%	4%	16%	0.1%	1%	5%	.
4	Cc1ccc(NC(=O)CN2CCN(CCN=CC3=C(O)CC(C)(C)CC3=O)CC2)cc1	-1%	2%	3%	-11%	-2%	-5%	10%	0.4%	1%	-3%	-1
5	O=C(NNC(=S)Nc1ccc(Cl)cc1)c1cccs1	-2%	1%	-5%	5%	?	3%	-6%	-0.2%	5%	86%	12
6	COc1ccc(N2CCN(C(=O)COC(=O)[C@@H](NC(=O)c3ccccc3Cl)C(C)C)CC2)cc1	0%	.	-1%	.	-16%	.	-6%	.	.	-7%	.
7	CSCCC(NC(=O)c1ccccc1)C(=O)N1CCN(Cc2ccc(Cl)cc2)CC1 (stereo not drawn)	-5%	3%	-1%	-6%	-10%	3%	-9%	-0.1%	-12%	-12%	?
8	Cc1ccc(OCC(O)Cn2c(N3CCOCC3)nc3c2c(=O)[nH]c(=O)n3C)cc1 (stereo not drawn)	-6%	1%	0%	2%	-10%	-9%	3%	-0.4%	8%	-7%	3
9	CCOC(CNC(=O)Cn1nc(Cc2ccncc2)c2ccccc2c1=O)OCC	0%	3%	5%	7%	15%	2%	-1%	0.0%	1%	-10%	-2
10	CCC1Oc2ccc(C)cc2N(CC(=O)NCCN2C(C)CCCC2C)C1=O (stereo not drawn)	-6%	-3%	0%	4%	-12%	-27%	-2%	-0.3%	-2%	10%	0
11	O=C(NC(NC(=S)Nc1ccccc1O)C(Cl)(Cl)Cl)c1ccco1 (stereo not drawn)	0%	0%	-2%	16%	2%	?	1%	-0.3%	-1%	-18%	2
12	CC1=NCCN1CCNC(=O)Nc1ccc(C(C)(C)C)cc1	-4%	0%	-2%	2%	-7%	10%	4%	-0.4%	-2%	12%	?
13	COC(=O)/C(=C\C=C\c1ccccc1)NC(=O)c1ccccc1	1%	-4%	3%	0%	0%	0%	1%	0.0%	-6%	-5%	16
14	Cc1ccc(CN2CCCN(Cc3c(C)cc(C)cc3C)S2(=O)=O)cc1	-4%	-1%	-4%	-4%	-3%	-24%	4%	0.0%	-3%	-25%	1
15	CC1CC(C)CN(CC(=O)N2CCOCC2)C1 (stereo not drawn)	-2%	0%	5%	-1%	20%	3%	14%	-0.2%	-1%	2%	-3
16	Cc1cc2ccccc2cc1CN1CCOCC1	2%	-2%	4%	3%	-3%	2%	-1%	0.1%	-4%	-4%	4
17	CC1(C)CC(=O)C2=C(C1)N(CCN1CCOCC1)C1=C(C(=O)CC(C)(C)C1)C2c1cccc(Cl)c1	-5%	-1%	i	-8%	21%	-8%	-1%	-0.6%	-1%	36%	6
18	CC(C)c1c(C(=O)N/N=C/c2ccsc2)nnn1-c1nonc1N	-7%	4%	0%	-6%	12%	-21%	-16%	0.0%	4%	-26%	?
19	CC(=O)Nc1ccc(C(=O)N2CCCC2)cc1	1%	-2%	2%	-7%	15%	-10%	5%	0.2%	1%	-2%	-1
20	Nc1nc(SCc2ccccc2)c2ncn(C3CCCO3)c2n1 (stereo not drawn)	0%	.	-2%	.	12%	.	-7%	.	.	8.9µM*	.
21	COC(=O)c1sc(S(=O)(=O)N2CCN(c3ccccc3)CC2)c(C(=O)OC)c1C	0%	-2%	-11%	-7%	14%	-1%	.	-0.1%	13%	-18%	2
22	O=C(NCCSCc1ccco1)Nc1ccccc1	-7%	2%	1%	?	-15%	5%	-16%	-0.2%	12%	63%	?
23	CC1C(c2ccccc2)C(C#N)(C#N)C2(C#N)C(=O)NC1(N)C2C (stereo not drawn)	2%	4%	2%	0%	0%	21%	-3%	0.1%	1%	4%	-1
24	COc1ccc(S(=O)(=O)N2CCC(C(=O)NC3CCCC3)CC2)cc1OC	.	-2%	4%	7%	24%	3%	-5%	-0.1%	4%	-7%	0
25	Cc1ccc(S(=O)(=O)N(C)C)cc1NC(=O)C(C)OC(=O)c1ccc2c(c1)OCCO2 (stereo not drawn)	0%	6%	-3%	5%	6%	4%	1%	0.2%	-2%	-3%	2
26	N#Cc1c(NC(=O)c2cccc(S(=O)(=O)Nc3ccc(C(=O)O)cc3)c2)sc2c1CCCC2	2%	-1%	-5%	5%	2%	-11%	-1%	-0.5%	8%	-13%	17
27	Cc1ccc2nc(N(CCN(C)C)C(=O)c3ccc4c(c3)OCCO4)sc2c1	-4%	4%	-4%	?	3%	2%	7%	-0.7%	13%	54%	0
28	COc1ccc(S(=O)(=O)N2CCN(S(=O)(=O)c3ccc4c(c3)OCCO4)CC2)cc1	0%	0%	2%	6%	5%	-7%	-3%	-0.2%	10%	-16%	-1
29	O=C(OCC(=O)N1CCC(Cc2ccccc2)CC1)c1ccccc1NCCO	-2%	-6%	i	6%	1%	-30%	4%	-0.1%	-2%	8%	0
30	Cc1ccc(NC(=S)Nc2ccc(S(=O)(=O)Nc3ncccn3)cc2)cc1Cl	.	1%	.	-3%	.	0%	.	-0.2%	-1%	.	2
31	COc1cc2cc(CCCOC(=O)c3ccc(F)cc3)oc(=O)c2cc1OC	.	-2%	1%	1%	0%	-11%	6%	0.2%	1%	-3%	14
32	CCCCCC(=O)N/N=C/c1cccs1	-4%	-4%	0%	0%	8%	-14%	.	-0.6%	2%	5%	16
33	Cc1nnc(SCC(=O)Nc2ncc(Cc3ccc(F)cc3)s2)n1N	-2%	0%	3%	17%	-2%	4%	6%	-0.1%	-3%	50%	-4
34	CCCCCC1CC(CC/C(C)=N/NC(N)=O)C(=O)O1 (stereo not drawn)	-2%	0%	5%	-4%	?	-3%	-2%	0.5%	-5%	-1%	15
35	Cc1ccccc1Nc1ncnc2c1cnn2Cc1ccccc1	-4%	-7%	-11%	-4%	?	6%	-8%	-0.3%	3%	-32%	?
36	Cn1c(Cl)cnc1C(O)c1ccccc1 (stereo not drawn)	1%	-2%	4%	-1%	-7%	0%	2%	0.1%	1%	4%	-1
37	CCOc1ccc(C(C(=O)NCC2CCCO2)N(Cc2cccnc2)C(=O)c2snc(C(N)=O)c2N)cc1 (stereo not drawn)	-4%	3%	205%[activator]	-4%	9%	4%	-7%	-0.7%	0%	-1%	6
38	CC1(C)CN=C(N2CCN(C3=NCC(C)(C)S3)CC2)S1	.	1%	.	-1%	.	-7%	.	-0.7%	1%	.	6
39	Cc1ccc(NS(=O)(=O)c2ccc(C(=O)Nc3nncs3)cc2)cc1	-6%	-2%	-1%	-7%	-16%	-25%	2%	-0.1%	-3%	-13%	.
40	Cc1ccc(F)cc1NC(=O)COC(=O)c1ccc2ncsc2c1	-4%	3%	4%	7%	-3%	-3%	8%	-0.2%	1%	39%	1
41	O=C(O)c1cnn2c(C(F)F)cc(C3CC3)nc12	-8%	-3%	2%	0%	3%	-22%	12%	0.1%	-1%	-5%	3
42	Cc1cc(C(=O)N2CCN(C(=O)c3ccco3)CC2)ccc1[N+](=O)[O-]	-2%	1%	-1%	16%	-35%	0%	0%	-0.1%	0%	-10%	1
43	O=C(/C=C1\C(=O)Nc2ccccc21)/C=C1\C(=O)Nc2ccccc21	-3%	6%	-16%	-5%	-14%	-16%	?	3.5%	10%	-62%	4
44	COc1ccccc1NC(=O)C1CCN(S(=O)(=O)c2cccs2)CC1	3%	1%	2%	2%	20%	-10%	11%	0.1%	4%	-5%	8
45	CCS(=O)(=O)N1N=C(c2cccc(NS(C)(=O)=O)c2)CC1c1ccc(C)cc1 (stereo not drawn)	?	-6%	-1%	15%	16%	10%	1%	-0.5%	5%	34%	-2
46	CCCC(=O)N1CCc2[nH]c3ccccc3c2C1	-4%	0%	13%	0%	20%	28%	6%	0.2%	-3%	5%	13

# Rows were taken by chance; any-hit rate near 2.6%.
